Tau fluor cs: Counterscreen qHTS for Inhibitors of Tau Fibril Formation, Fluorescence Polarization; tau K18 P301L (four-repeat tau fragment) Alexa594 fluorescence, heparin fibrillization; Potency, µM (series often up to 57.7 µM), without a hit: at the highest dose activity change, negative = decrease; 280,000 compounds, 0.93% hits; AID 1463, 2008; further: on the % scale 0 is the no-effect control and ±100 the full control effect; nearly all actives have a fitted effect of over 55% in size
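Human K18 P301L tau (15 uM unlabeled plus 0.24 uM Alexa 594-labeled, final) in 100 mM sodium acetate pH 7 was mixed with compound and 20 uM heparin and incubated 6 hr at 37 C.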
aGlu spleen mod: qHTS Assay for Inhibitors and Activators of Human alpha-Glucosidase From Spleen Homogenate. Lysosomal alpha-glucosidase (Homo sapiens), P10253. human spleen homogenate, 4-MU-alpha-glucoside fluorescence. Potency, µM (series often up to 79.9 µM), without a hit: top-dose activity change, negative = inhibition, most hits filed as inhibitors. 240,000 compounds, 0.006% hits;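 further: 0% = enzyme with vehicle and -100% = no enzyme basal signal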
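Human spleen homogenate (1 ug) with 4-methylumbelliferyl-alpha-D-glucopyranoside (1 mM final) in 50 mM citrate/phosphate pH 5.0, 0.01% Tween-20; 40 min at 37 C. Stopped at pH 10; 4-MU fluorescence Ex 365/Em 440 nm; AC50 by Hill fit.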
GLA spleen mod: qHTS Assay for Inhibitors and Activators of Human alpha-Galactosidase From Spleen Homogenate; human spleen homogenate, 4MU-alpha-Gal fluorescence, 40 min; Potency, µM (doses to about 80 µM), inactives show top-dose activity change, negative = inhibition, actives largely listed as inhibitors; 240,000 compounds, 0.008% hits; AID 2107, 2009;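 further: 0% = enzyme with vehicle and -100% = no enzyme basal signal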
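Inhibition or activation of alpha-galactosidase in human spleen homogenate is scored by 4-MU fluorescence after 40 min at 37C, pH 5.0, with 1 mM substrate. AC50s come from concentration-response fitted to the Hill equation.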
Epigenetic reg: Quantitative High-Throughput Screen for Regulators of Epigenetic Control; murine LDR cells, GFP reporter derepression, 30 h; Potency, µM (top dose mostly 53.9 µM), inactives show at the top dose GFP activation, actives largely listed as activators; 280,000 compounds, 0.2% hits; AID 1865, 2009; further: % of control where 0% means no effect; nearly all actives have a fitted effect of over 60% in size
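Readout is the number of GFP-expressing murine LDR cells, counted by cytometry following washing. Cells were treated with compound for 30 h at 37 C; the stably integrated CMV-GFP locus is normally silent.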
GAA glycogen: qHTS Assay for Inhibitors and Activators of Human alpha-Glucosidase Cleavage of Glycogen | Potency, µM (titrated, usually from 76.4 µM), for the others: at the highest dose activity change, negative = inhibition, most hits filed as inhibitors | 300,000 compounds, 0.38% hits | recombinant GAA, glycogen substrate, Amplex Red glucose oxidase fluorescence;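 further: 0% = full enzyme reaction and -100% = no-enzyme basal signal; the screen sought inhibitors and activators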
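Recombinant enzyme (4 nM final) with compounds titrated up to 77 uM and bovine liver glycogen (30 ug) in citrate pH 5.0, 0.01% Tween-20, 37 C 40 min. Released glucose detected by Amplex Red/glucose oxidase (Ex 573/Em 610); AC50 from Hill fits.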
NPSR antagonist: qHTS Assay for Antagonists of the Neuropeptide S Receptor: cAMP Signal Transduction; CHO-NPSR cells, cAMP TR-FRET, antagonist mode; Potency, µM (doses to about 38.3 µM), without a hit: at the top dose activity change, negative = inhibition, usual class: inhibitors; 220,000 compounds, 1% hits; further: on the % scale 0 is the no-effect control and ±100 the full control effect; nearly all actives have a fitted effect of over 50% in size; many of its hits are not listed in these tables
Target sequence (Q6W5P4 whole entry, looked up): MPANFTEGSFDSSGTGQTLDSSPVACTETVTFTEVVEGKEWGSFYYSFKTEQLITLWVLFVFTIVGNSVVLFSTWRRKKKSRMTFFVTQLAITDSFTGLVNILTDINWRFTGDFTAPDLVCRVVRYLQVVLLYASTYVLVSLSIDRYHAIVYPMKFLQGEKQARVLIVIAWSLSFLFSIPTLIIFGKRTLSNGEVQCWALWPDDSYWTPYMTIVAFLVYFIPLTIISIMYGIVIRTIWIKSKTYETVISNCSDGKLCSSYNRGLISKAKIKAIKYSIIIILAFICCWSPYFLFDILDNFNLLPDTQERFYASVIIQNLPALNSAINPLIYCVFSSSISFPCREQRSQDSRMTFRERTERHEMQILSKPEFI
GAA inh: qHTS Assay for Inhibitors of Human alpha-Glucosidase as a Potential Chaperone Treatment of Pompe Disease. Lysosomal alpha-glucosidase (Homo sapiens), P10253. purified human GAA, 4-MU-alpha-glucoside fluorescence. Potency, µM (titrated, usually from 76.9 µM), inactives show at the top dose activity change, negative = inhibition, hits mostly inhibitors. 200,000 compounds, 0.005% hits. AID 1466, 2008;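 further: plate controls were uninhibited enzyme wells for no effect and no-enzyme background for full effect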
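qHTS format, compound range up to 77 uM. Human lysosomal enzyme at 4 nM, 400 uM 4-MU glucoside substrate, pH 5.0, 20 min room temperature; fluorescence after alkaline stop gives activity normalized to controls.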
ALDH1A1 inh: qHTS Assay for Inhibitors of Aldehyde Dehydrogenase 1 (ALDH1A1); Aldehyde dehydrogenase 1A1 (Homo sapiens), P00352; Purified ALDH1A1, NADH fluorescence, propionaldehyde substrate; Potency, µM (titrated, usually from 75.3 µM), inactives show at the top dose activity, negative = inhibition, actives largely listed as inhibitors; 220,000 compounds, 7.3% hits; active means well fitted inhibition curve with a large enough effect, not every such curve was filed as active; inconclusive means small, poorly fitted or top-dose-only effect, or another doubt; inactive means no such curve, though single readings can be large or run the other way;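 further: plate controls were no enzyme wells and a reference inhibitor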
Target sequence (P00352 whole entry, looked up): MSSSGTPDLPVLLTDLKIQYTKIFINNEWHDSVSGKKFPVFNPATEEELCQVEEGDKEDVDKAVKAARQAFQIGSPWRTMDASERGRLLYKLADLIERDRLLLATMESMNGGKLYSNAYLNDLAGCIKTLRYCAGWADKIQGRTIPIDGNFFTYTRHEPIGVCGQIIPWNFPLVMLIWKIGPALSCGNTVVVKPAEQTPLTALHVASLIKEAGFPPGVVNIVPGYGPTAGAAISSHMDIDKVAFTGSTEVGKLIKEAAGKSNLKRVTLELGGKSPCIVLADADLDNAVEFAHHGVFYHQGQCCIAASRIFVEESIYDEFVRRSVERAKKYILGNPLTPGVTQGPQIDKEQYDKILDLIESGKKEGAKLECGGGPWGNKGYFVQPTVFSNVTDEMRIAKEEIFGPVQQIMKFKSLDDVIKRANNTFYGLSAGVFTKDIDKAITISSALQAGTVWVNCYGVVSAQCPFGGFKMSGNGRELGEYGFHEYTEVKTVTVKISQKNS
Active calls of the source: *; ? = inconclusive; · = not tested or not shown; & = joins results of further samples; [ ] = dose if it differs, or a comment. Unless noted, the call rests on the fitted dose curve; in most records, active means well fitted curve in the direction sought with a large enough effect; inconclusive means small, poorly fitted or top-dose-only effect, or another doubt; inactive means no such curve, though single readings can be large; an effect the other way counts as inactive or inconclusive. Potency means the concentration at half of the fitted maximal effect. Some of the compounds tested, so the mix of outcomes need not match the whole.

Value order: ALDH1A1 inh, Tau fluor cs, aGlu spleen mod, GLA spleen mod, Epigenetic reg, GAA glycogen, NPSR antagonist, GAA inh
Cc1ccc(NC(=O)c2c(O)c3ccccc3n(C)c2=O)nc1
 : ?, -3%, -9%, 5%, -2.6%, 24%, 0%[46.1 µM], -9%
CCN1CCN(C(=O)c2cc3c(=O)n4ccccc4nc3n2Cc2ccccc2)CC1
 : ?, 2%, ?, ?, -0.7%, 7%, 6%[46.1 µM], ?
O=C(CSc1ccc(Cl)cc1)OCc1nnc(-c2ccccc2)o1
 : ?, -3%, -5%, -11%, 0.0%, -2%, -5%[46.1 µM], -5%
CC(C)CC(=O)NC(=S)N1CCCCCC1
 : 1%, 2%, -10%, 0%, -1.0%, -2%, 3%, 4%
O=C(Nc1ccccc1[N+](=O)[O-])c1cccnc1Cl
 : 0%, 1%, 4%, -1%, -2.0%, 3%, 12%, -7%
Cc1ccc(S(=O)(=O)N(C)C)cc1NC(=O)[C@H](Cc1ccccc1)N1C(=O)c2ccccc2C1=O
 : 7%, -14%, -10%, -9%, -1.8%, 6%, 8%, -3%
COc1ccc(-c2cc(=O)oc3c(C)c(OC(=O)c4cccs4)ccc23)cc1
 : 8%, 3%, -5%, 0%, 0.0%, 10%, -6%, ?
Nc1nonc1-c1nc2ccccc2n1CC(=O)Nc1ccccc1
 : ·, -4%, -3%, 1%, 2.2%, 6%, 8%, ·
Cn1nnnc1SCC(=O)Nc1nc2c(s1)CCCC2
 : -11%, -6%, -12%, 3%, -1.5%, -5%, 3%[46.1 µM], 2%
CCOc1ccc(N=c2oc3cc(O)ccc3cc2C(=O)NCC2CCCO2)cc1 (stereo unspecified)
 : ?, -19%, 19%, ?, 0.0%, -4%, 1%[46.1 µM], ?
Cc1cccc(NC(=S)N2CCC(C(N)=O)(N3CCCCC3)CC2)c1C
 : 4%, -4%, -5%, 2%, 0.0%, 1%, -5%, ?
CSc1ccc2c(c1)C(N1CCN(C)CC1)Cc1ccccc1S2 (stereo unspecified)
 : ?, -12%&-17%&-22%&-13%, 5%&1%&9%&-4%, 17%&4%&1%&-2%, -1.2%&1.1%&0.3%&0.1%, 7%, ?, ·
C=CCn1c(SCc2cc([N+](=O)[O-])cc3c2OCOC3)nc2cc(C(=O)O)ccc2c1=O
 : 10µM*, -15%, 5%, 4%, -0.3%, -4%, ?, ?
COC(=O)c1cccc(Nc2nc3ccccc3nc2C)c1
 : 3%, -5%, -2%, -1%, -1.0%, -10%, -2%[46.1 µM], 2%
Cc1ccc2nc3ccc(N4CCCC4)nn3c(=O)c2c1
 : -3%, -4%, -4%, -2%, 3.4%, 6%, -24%[46.1 µM], ?
COC(=O)[C@@]1(Cc2ccccc2)[C@H]2c3cc(C(=O)N(C)C)n(Cc4ccc(O)c(OC)c4)c3C[C@H]2CN1C(=O)c1ccccc1
 : 7%, -17%, -5%, -1%, 0.3%, ·, ·, ·
FC(F)(F)c1cc(-c2ccco2)nc(N2CCN(Cc3ccccc3)CC2)n1
 : 22µM*, -13%, -3%, 4%, 1.1%, -2%, -21%[46.1 µM], -6%
CCCC(=O)Nc1ccc(-c2csc(N/N=C\c3ccncc3)n2)cc1
 : ·, 16µM*[quencher], -1%, 2%, -5.7%, -28%, -28%, ·
CNC(=O)c1cc(NC(=O)CCn2nc(-c3ccc(C)cc3)c3ccccc3c2=O)ccc1OC
 : ·, -4%, 3%, -1%, -1.0%, -1%, -12%, ·
Cc1cc([N+](=O)[O-])nn1CCCC(=O)O
 : -8%, -10%, -18%, -7%, -0.2%, 6%, 21%, 3%
CCOCCCNS(=O)(=O)c1ccc(NC(=O)CN2C(=O)c3ccccc3C2=O)cc1
 : -2%, -16%, 7%, 7%, 4.0%, -13%, -2%, 4%
N#C/C(=N\Nc1cccc(F)c1)C(=O)C1CC1
 : ·, -6%, -13%, -16%, -0.3%, 3%, 2%[7.67 µM], ·
COc1ccc2c(c1)OC(O)(C(F)(F)C(F)F)CC2=O (stereo unspecified)
 : -1%, -8%, -14%, -16%, -3.4%, -6%, -6%[46.1 µM], -4%
O=C(O)C1CCN(c2nc(-c3ccccc3)nc3c2oc2ccccc23)CC1
 : ?, -14%, 2%, 6%, -10%, -11%, -15%[46.1 µM], -5%
CS(=O)(=O)Nc1ccc(C(=O)Nc2ccc3c(c2)OCCO3)cc1
 : -11%, -7%, 5%, -1%, -0.2%, -14%, ?, -2%
CCOC(=O)N1CCN(S(=O)(=O)c2cccs2)CC1
 : -2%, 6%, -2%, -2%, -2.1%, 2%, 8%[46.1 µM], -6%
CN(C)CC[C@@H](c1ccccc1)c1ccccn1
 : ?, ·, 0%[29.1 µM], -2%[29.1 µM], 2.4%[16.9 µM], ·, ·, ·
COc1ccc(NC(=O)c2ccccc2O)c(OC)c1
 : 8%, ?, 1%, 8%, -1.0%, 11%, -16%[46.1 µM], -13%
CC(=O)c1cccc(N(CC(=O)Nc2ccc(F)cc2F)S(C)(=O)=O)c1
 : -10%, -5%, -2%, 5%, -0.4%, -2%, -6%[46.1 µM], -4%
COc1ccc(CN2CCNC(=O)C2CC(=O)NCc2ccc(C)s2)c(OC)c1 (stereo unspecified)
 : ?, 0%, -9%, 0%, 1.1%, 3%, -17%, 9%
O=C(COc1ccc(Cl)cc1)NNC(=O)c1cccnc1
 : -6%, 0%, -1%, 1%, 2.2%, -5%, 13%, 8%
COC(=O)c1cc(S(=O)(=O)Nc2nn(C)c3cccc(F)c23)oc1C
 : ·, -5%, 0%, -11%, -1.0%, 14%, 1%, ·
CC1CCC(C(C)C)[C@H](O)C1 (stereo partly specified)
 : -2%, -2%, 9%, 10%, -1.3%, ·, ·, ·
CC(=O)C1=C(O)C(=O)N(CCNCCO)C1c1ccccc1 (stereo unspecified)
 : 0%, 0%, 2%, 1%, -1.1%, 5%, 2%[46.1 µM], 9%
CCc1c(C)nc(SCC(=O)N2CCCCC2C)[nH]c1=O (stereo unspecified)
 : ?, -3%, 2%, 11%, -1.2%, -4%, -26%, ·
N/C(=N\OC(=O)c1ccccc1Cl)c1ccncc1
 : 3%, -18%, -1%, 2%, -1.1%, 7%, 1%, -9%
Cc1ccc(C(C)C)c(OCCN2C(=O)NC(C)(C)C2=O)c1
 : -1%, -9%, -1%, 5%, 2.1%, -4%, -1%[46.1 µM], -3%
COc1ccc(S(=O)(=O)N(C)CC(=O)N2CCCCCC2)cc1OC
 : ?, 3%, -28%, ?, -1.0%, -11%, -11%[46.1 µM], -5%
Cc1ccc(Cl)cc1N1CCN(C(=O)C2CCC(=O)N2C(C)C)CC1 (stereo unspecified)
 : 16%, -11%, 0%, 3%, 6.6%, -11%, 7%, -2%
Nc1nnc(SCC(=O)c2cccc([N+](=O)[O-])c2)s1
 : ?, -23%, 5%, 0%, 9.4%, ?, 2%, 4%
Cc1ccc(S(=O)(=O)CCC(=O)OCc2ccccc2)cc1
 : -5%, -14%, 7%, 6%, 1.1%, -17%, 23%, 10%
O=C1C2CC(O)CN2C(=O)N1c1ccccc1 (stereo unspecified)
 : -1%, -1%, -4%, 1%, 3.3%, 12%, 18%, -15%
CCOc1ccc2[nH]cc(S(=O)(=O)c3ccc(F)cc3)c(=O)c2c1
 : -10%, -10%, 2%, 6%, -4.1%, 10%, -5%[46.1 µM], 3%
Cc1ccc(N2C(=N)SCC2=O)cc1Cl
 : ?, 1%, -7%, -4%, -0.6%, -6%, 15%, 5%
O=C(COC(=O)c1ccncc1)NC(=O)C1CCCCC1
 : 2%, 2%, 0%, 8%, -1.1%, -3%, 8%[46.1 µM], 1%
O=C(Nc1nccs1)C1CCN(S(=O)(=O)c2ccc3c(c2)OCCCO3)CC1
 : ?, 2%, 3%, -8%, -2.2%, -1%, 5%[46.1 µM], ?
CCC1(C(=O)c2ccccc2)C2c3cc(Br)ccc3OC(=O)C21C(=O)N1CCOCC1 (stereo unspecified)
 : -10%, 1%, -8%, 2%, -1.1%, -3%, ?, 0%
COC(=O)CCSCC(=O)N1N=C(c2ccc(Br)cc2)CC1c1cccc(OC)c1OC (stereo unspecified)
 : -13%, -7%, -2%, -4%, 0.2%, -9%, ?, 8%
Nn1c(SCc2ccccc2F)nnc1-c1ccncc1
 : ·, -4%, 3%, 0%, -0.5%, 1%, 37%, ·
O=C(CSc1ccc(Cl)cc1)Nc1ccccc1N1CCN(C(=O)c2ccccc2)CC1
 : ?, -12%, -2%, 5%, 1.8%, -11%, ?, -2%
O=C(CC12CC3CC(CC(C3)C1)C2)N1CCN(S(=O)(=O)c2cccs2)CC1
 : -9%, -4%, -4%, -8%, 2.9%, 2%, -23%, -3%
CCOC(=O)c1sc(=S)n(-c2ccc(Cl)cc2)c1SC
 : -16%, -13%, -7%, 0%, 2.0%, 2%, ?, 1%
Cc1cc2ncc(C(=O)Nc3ccsc3C(=O)O)c(C)n2n1
 : 14µM*, 8%, ·, -3%, -1.1%, 11%, 2%, -5%
Cc1c(NCc2cc(Cl)cc(Cl)c2O)c(=O)n(-c2ccccc2)n1C
 : 9%, -21%, -2%, 2%, -2.3%, 10µM*, -12%[46.1 µM], -13%
COc1ccc(C2(O)CCN(CC(=O)Nc3nccs3)CC2)c(OC)c1
 : ?, -13%, 6%, 8%, 1.9%, -3%, -7%[46.1 µM], -11%
C=CCn1c(C(C)C)nc2ccccc21
 : -10%, -10%, 1%, 8%, 1.1%, 2%, 10%, -4%
CC(Sc1nnc(NC(=O)c2cc3ccccc3oc2=O)s1)c1ccccc1 (stereo unspecified)
 : 16%, 6%, -2%, -1%, 0.0%, 4%, 0%[46.1 µM], 0%

Full records, quoted from the list. Order of values: ALDH1A1 inh | Tau fluor cs | aGlu spleen mod | GLA spleen mod | Epigenetic reg | GAA glycogen | NPSR antagonist | GAA inh
Shown for O=C(CC12CC3CC(CC(C3)C1)C2)N1CCN(S(=O)(=O)c2cccs2)CC1 → -9% | -4% | -4% | -8% | 2.9% | 2% | -23% | -3%
Shown for CCC1(C(=O)c2ccccc2)C2c3cc(Br)ccc3OC(=O)C21C(=O)N1CCOCC1 (stereo unspecified) → -10% | 1% | -8% | 2% | -1.1% | -3% | ? | 0%
